AT treatment: qHTS Assay for Identifying a Potential Treatment of Ataxia-Telangiectasia; […] A-T fibroblasts, KAP-1 phosphorylation AlphaLISA; neocarzinostatin DNA damage 30 min before lysis; Potency, µM (top dose mostly 57.5 µM), for inactives: at the top dose activation, hits mostly activators; 0.19% of 320,000 active; also: potency is read from the fitted curve at half-maximal effect; % of control where 0% means no effect; nearly all actives have a fitted effect of over 45% in size
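hTERT-immortalized A-T patient fibroblasts ([…]), 500 cells/well in OPTI-MEM, 1% FBS, got compounds for 60 min, then NCS for 30 min at 37C. Lysates were then assayed for phospho-KAP-1 by AlphaLISA (anti-pKAP1 donor, anti-KAP1 acceptor beads), 6 hr at 25C.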
MBNL1-CUG inh: qHTS Assay for Inhibitors of MBNL1-poly(CUG) RNA binding; Muscleblind-like protein 1 (Homo sapiens), Q9NR56; TR-FRET MBNL1-His/biotin-(CUG)12 binding, 665/545 ratio; Potency, µM (highest dose often 57.5 µM), for the others: at the top dose activity change, negative = inhibition, most hits filed as inhibitors; 0.036% of 280,000 active; active = well fitted inhibition curve with a large enough effect in the signal ratio, with a control signal flat, not every such curve was filed as active; inconclusive = small, poorly fitted or top-dose-only effect, or effect the other way, or a change in a side signal; inactive = no such curve, though single readings can be large or run the other way; the % refers to the signal ratio; also: potency is read from the fitted curve at half-maximal effect; % is scaled to controls: 0 for no effect and ±100 for the full control effect
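Ratiometric TR-FRET (665 over 545 nm, excitation 340 nm) tracks disruption of MBNL1-His/biotin-(CUG)12 complex after 60 min at room temperature, with compounds at 92 nM to 58 uM final.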
TRPV1 agonist: HTS Assay for Compounds that Act as Agonists of the Vanilloid Receptor 1; activation, % at 8.33 µM; TRPV1-expressing cells, Fluo-8 calcium influx, agonist mode; 0.19% of 320,000 active; AID 540275, 2011; in the data active = activation above about 80%; inconclusive = between about 30% and that limit; also: 0% is about no effect
Target sequence (Q8NER1 whole entry, looked up): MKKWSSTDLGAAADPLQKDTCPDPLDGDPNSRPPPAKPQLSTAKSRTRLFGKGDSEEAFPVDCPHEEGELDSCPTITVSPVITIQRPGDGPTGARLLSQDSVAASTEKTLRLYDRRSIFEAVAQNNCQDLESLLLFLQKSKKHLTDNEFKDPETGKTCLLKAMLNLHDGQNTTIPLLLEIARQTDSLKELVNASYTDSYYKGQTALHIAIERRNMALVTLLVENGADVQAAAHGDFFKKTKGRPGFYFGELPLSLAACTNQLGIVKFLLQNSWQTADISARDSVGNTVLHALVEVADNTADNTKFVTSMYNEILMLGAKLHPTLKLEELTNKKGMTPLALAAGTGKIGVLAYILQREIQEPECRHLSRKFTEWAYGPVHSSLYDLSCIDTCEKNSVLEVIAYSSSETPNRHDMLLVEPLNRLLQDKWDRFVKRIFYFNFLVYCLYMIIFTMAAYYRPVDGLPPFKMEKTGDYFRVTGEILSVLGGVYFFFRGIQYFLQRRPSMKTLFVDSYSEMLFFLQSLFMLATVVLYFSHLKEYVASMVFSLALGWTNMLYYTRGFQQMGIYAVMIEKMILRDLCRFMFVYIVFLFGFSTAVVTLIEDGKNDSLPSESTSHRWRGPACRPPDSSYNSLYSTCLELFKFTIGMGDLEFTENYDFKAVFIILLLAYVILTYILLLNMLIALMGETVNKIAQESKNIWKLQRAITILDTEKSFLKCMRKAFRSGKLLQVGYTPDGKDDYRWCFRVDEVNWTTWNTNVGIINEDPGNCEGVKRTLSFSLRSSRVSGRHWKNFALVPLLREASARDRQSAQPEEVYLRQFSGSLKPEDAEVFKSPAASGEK
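Cells expressing TRPV1 were dye-loaded with Fluo-8 and read kinetically: 10 s baseline, 3 min after compound (agonist portion), then 2 min after EC20 capsaicin (allosteric enhancer portion). Calcium-bound dye fluorescence at 480/520 nm.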
Integrin act MD: qHTS for Activators of Integrin-Mediated Alleviation for Muscular Dystrophy | alpha7betagal myoblasts, beta-gal FDG fluorescence, 48 h | Potency, µM (top dose mostly 38.3 µM), for the others: top-dose activation, actives largely listed as activators | 0.064% of 350,000 active;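 also: potency is read from the fitted curve at half-maximal effect; 100% = response of the positive control SU9516; nearly all actives have a fitted effect of over 60% in size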
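alpha7betagal+/- myoblasts (passage 13, 250/well) treated 48 h at 37C with compounds at 1:260 dilution of DMSO stock. Lysed, then beta-galactosidase activity read as FDG fluorescence (ex 480/em 540) after 30 min, with pre-read for autofluorescence.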
MLL CXXC-DNA inh: qHTS Fluorescence Polarization Assay for Inhibitors of MLL CXXC domain - DNA interaction | Potency, µM (highest dose often 115 µM), for inactives: at the highest dose activity change, negative = inhibition, hits mostly inhibitors | 0.037% of 290,000 active | MLL-CXXC / FITC-HOXA9 DNA fluorescence polarization; active = well fitted inhibition curve with a large enough effect in the polarisation, with a control signal flat, not every such curve was filed as active; inconclusive = small, poorly fitted or top-dose-only effect, or effect the other way, or a change in a side signal; inactive = no such curve, though single readings can be large or run the other way; the % refers to the polarisation; also: potency is read from the fitted curve at half-maximal effect
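Fluorescence polarization: 7 uM MLL-CXXC (stock) preincubated 5 min with compounds, then 50 nM fluorescein-HOX-A9 DNA (stock) added; 30 min ambient. Buffer 50 mM Tris-HCl pH 7.5, 50 mM NaCl, 1 mM DTT, 0.05% BSA.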
Coupling enz: qHTS Assay for Inhibitors of Fructose-1,6-bisphosphate Aldolase from Giardia Lamblia: Coupling assay counterscreen; coupling enzyme system counterscreen, AmpLite Red fluorescence; activity change, negative = inhibition, % at 58.2 µM, hits read low; 0.67% of 290,000 active; AID 2472, 2010; in the data active = activity change below about -30%; also: % is scaled to controls: 0 for no effect and ±100 for the full control effect
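Compounds tested against the coupling enzymes alone at 57.5 uM final; readout was AmpLite Red fluorescence (525/598 nm) after 20 min at RT.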
KCNH2 3.1 block: qHTS for Inhibitors of KCHN2 3.1: Mutant qHTS; Potassium voltage-gated channel subfamily H member 2, brain isoform KCNH2 3.1 (human); U2OS KCNH2 3.1, thallium flux FluxOr; stronger effect = lower value; 0.95% of 340,000 active; activity change, % (tested at about 1.8 µM);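 active = maximum activity change below -70%; inconclusive = maximum activity change from -70% to -50%; inactive = maximum activity change above -50%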;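 also: thallium influx rate constant from kinetic fluorescence after stimulation buffer; % is scaled to controls: 0 for no effect and ±100 for the full control effect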
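Channel expression came from 3.1 mutant virus (1.77 x 10^8 /mL) applied to suspended U2OS cells for 4 h. Flux was tracked with FluxOr dye plus Red40 quencher, and kinetic rate constants normalized to controls.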
KCNH2 WT inh: qHTS for Inhibitors of KCHN2 3.1: Wildtype qHTS. Voltage-gated inwardly rectifying potassium channel KCNH2 (Homo sapiens), Q12809. U2OS, BacMam KCNH2, thallium flux FluxOr; stronger effect = lower value. activity change, % at 1.84 µM. 0.37% of 340,000 active. AID 720551, 2013;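 active = maximum activity change below -70%; inconclusive = maximum activity change between -70% and -50%; inactive = maximum activity change above -50%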; also: % is scaled to controls: 0 for no effect and ±100 for the full control effect
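U2OS cells were transduced with wild-type KCNH2 virus (2.03 x 10^8 / mL) for 4 h at room temperature, then cultured overnight at 37 C. Thallium flux was read with FluxOr dye. Rate constants were normalized to DMSO controls.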
GALK inhibitor: qHTS Assay for Inhibitors of Human Galactokinase (GALK). Purified GALK, Kinase-Glo residual ATP luminescence. Potency, µM (doses to about 57.5 µM), inactives show at the top dose activity change, negative = inhibition, hits mostly inhibitors. P51570. 0.007% of 270,000 active; also: potency is read from the fitted curve at half-maximal effect; % is scaled to controls: 0 for no effect and ±100 for the full control effect
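Quantitative HTS: GALK 5 nM, ATP 35 uM, galactose 100 uM, 1 h room temperature, then luciferase-based ATP detection.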
ASM inhibitor: Inhibitors of Secretory Acid Sphingomyelinase (S-ASM): qHTS; Sphingomyelin phosphodiesterase (Homo sapiens), P17405; placental ASM, HMU-PC fluorogenic substrate, 60 min; Potency, µM (titrated, usually from 57.5 µM), inactives show at the highest dose activity change, negative = inhibition, usual class: inhibitors; 0.006% of 340,000 active; also: potency is read from the fitted curve at half-maximal effect
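Human placenta-derived ASM enzyme was preincubated with compound for 10 minutes at room temperature, then given fluorogenic substrate HMU-PC0 (9 uM final) for 60 minutes at 37 °C; a pH 10 stop preceded fluorescence reading at Ex 386/Em 447 nm.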
* marks the source's active call; other numbers are inactive results; ? = inconclusive; nt = not tested or not shown; [ ] = dose if it differs, or a comment. Unless noted, calls follow the shape of the dose curve; as a rule, active = well fitted curve in the direction sought with a large enough effect; inconclusive = small, poorly fitted or top-dose-only effect, or another doubt; inactive = no such curve, though single readings can be large; an effect the other way counts as inactive or inconclusive. Random draw from the library; about 2% have a hit in one of these screens.

SMILES	AT treatment	MBNL1-CUG inh	TRPV1 agonist	Integrin act MD	MLL CXXC-DNA inh	Coupling enz	KCNH2 3.1 block	KCNH2 WT inh	GALK inhibitor	ASM inhibitor
CC(=O)Nc1ccc(N=NC2C(=O)N(C(N)=S)N=C2C)cc1 (stereo not drawn)	-1%	?	1	?	-29%	-1	-4	1	0%	-3%
CCSc1nc(-c2cccs2)nc2ccccc12	3%	18%	2	-19%	15%	-1	0	-2	6%	-2%
CCOc1cc(C)c(S(=O)(=O)Nc2ccc(F)cc2)cc1C	-7%	1%	1	2%	-14%	-7	-5	-13	-2%	-15%
CCN1CC=C2C(C#N)=C(N)C(C#N)(C#N)C(c3cc(Cl)ccc3Cl)C2C1 (stereo not drawn)	-1%	?	2	-45%[inhibitor]	?	1	-7	0	3%	nt
CS(=O)(=O)N1CCC(Oc2ccccc2C(=O)N2CCN(CC3CC3)CC2)CC1	6%	-18%	-2	-10%	-7%	3	11	7	5%	2%
COc1ccc(OC)c2sc(NC(=O)C3=COCCO3)nc12	?	-1%	nt	10%	0%	8	-5	3	0%	2%
CC1=CC(c2ccc(Cl)cc2)n2ncnc2N1 (stereo not drawn)	nt	nt	nt	20%	nt	nt	20	-5	nt	129%[activator]
CCOc1ccc(CCNC(=O)CN(C)S(=O)(=O)c2cccs2)cc1OCC	-1%	nt	3	-21%	nt	nt	-16	-6	nt	0%
O=C(N[C@@H](Cc1ccccc1)C(=O)O)c1c(F)c(F)c(F)c(F)c1F	-11%	-2%	-1	32%	-15%	1	-3	16	-2%	7%
O=c1cc(-c2ccc(OCc3ccccc3)cc2)oc2cc(OCc3ccccc3)cc(OCc3ccccc3)c12	3%	nt	nt	-1%	nt	nt	-5	-7	nt	9%
CCO[C@@H]1OC(C(=O)O)=C[C@H](c2ccccc2)[C@H]1CCCO	nt	nt	nt	0%	nt	nt	13	-8	nt	-2%
CS(=O)(=O)N1CCN(c2ccccc2NC(=O)CSc2nnc(-c3ccco3)o2)CC1	-1%	4%[11.5 µM]	0	-4%	10%	0	-12	11	nt	0%
COc1cc(SC)ccc1C(=O)Nc1ccc2c(c1)OCCO2	11%	6%	17	21%	9%	-8	-4	6	5%	1%
NS(=O)(=O)c1ccc(CCNC(=O)COC(=O)COc2cccc(C(F)(F)F)c2)cc1	-14%	nt	-2	-1%	nt	nt	-17	0	nt	2%
CCOc1ccc(C(=O)C[n+]2cccc3cc(C)ccc32)cc1	0%	?	1	-11%	27%	1	-1	1	5%	-2%
Cn1c(=O)n(C)c2cc([N+](=O)[O-])c(N3CCN(S(=O)(=O)c4ccccc4)CC3)cc21	-5%	?	0	-9%	-6%	3	0	-2	-1%	-13%
Cn1c(=O)c2c(nc(NNC(=O)C(F)(F)F)n2C)n(C)c1=O	-4%	-4%	0	-18%	?	1	8	-1	0%	1%
C/C(=N\NC(=O)c1c(Br)cnn1C)c1ccc(NC(=O)c2ccc(F)cc2)cc1	2%	-5%	2	?	49%[activator]	0	0	-3	1%	-2%
CCCCn1c(NCCO)nc2ccccc21	0%	-14%	-1	25%	4%	1	-1	4	-6%	-3%
CCN(CC)Cc1ccc(OC)c(Cl)c1	3%	nt	2	18%	9%	3	4	-4	-2%	-1%
CCCOc1ccc(C(=O)N(CC(C)C)c2c(N)n(Cc3ccccc3)c(=O)[nH]c2=O)cc1	?	nt	3	4%	nt	nt	18	0	nt	4%
COC(=O)CC1C(=O)NCCN1C(=S)NC(=O)C(c1ccccc1)c1ccccc1 (stereo not drawn)	-2%	-12%	-3	?	0%	4	-1	-3	1%	-3%
Cc1ccc(Nc2c([N+](=O)[O-])c(=O)oc3ccccc23)cc1C	-4%[11.5 µM]	-1%	7	-5%	-8%	0	-75*	20	1%	-10%
CCOC(=O)N1CCN(C(=O)CN(c2cc(Cl)ccc2OC)S(=O)(=O)c2ccccc2)CC1	9%	4%	-1	17%	0%	1	11	4	5%	-3%
CCOC(=O)N1CCC(NC(=O)CC2C(=O)NCCN2Cc2ccc(C)cc2)CC1 (stereo not drawn)	14%	11%	5	-24%	6%	nt	15	-6	-2%	nt
CCCc1cc(=O)oc2cc(OCC(=O)NC(Cc3c[nH]c4ccc(O)cc34)C(=O)O)c(Cl)cc12 (stereo not drawn)	-9%	-4%	4	6%	-14%	-2	3	-21	nt	7%
Cc1ccnc(NS(=O)(=O)c2ccc(NC(=O)c3ccc(N4C(=O)CCC4=O)cc3)cc2)n1	6%	?	-3	26%	2%	5	23	0	-3%	6%
COc1ccc(CS(=O)(=O)CC(C)(O)c2ccc(Cl)cc2)cc1 (stereo not drawn)	-10%	1%	0	?	0%	2	-7	-1	2%	-2%
COc1cc(OC)c(OC)cc1CN1CCN(Cc2cccn2C)CC1	-10%	nt	4	-12%	-9%	-10	10	-122*	1%	2%
O=c1[nH]c(/C=C\c2ccc(O)c(O)c2)nc(O)c1[N+](=O)[O-]	-3%	?	1	?	-27%	-5	13	-7	-9%	-10%
CC(C)Cc1nc(NCCN2CCOCC2)c(C#N)c2c1COC(C)(C)C2	-2%	-11%	19	1%	3%	2	2	-10	-2%	-2%
Cc1onc(-c2ccccc2Cl)c1C(=O)N1CCC(C(N)=O)CC1	4%	-13%	0	-6%	7%	-1	4	-4	15%	0%
COc1ccc(CCNC(=O)CC(=O)N/N=C/c2ccc(Br)cc2)cc1OC	-2%	6%	1	?	6%	2	15	-7	4%	0%
Cc1ccccc1NC(=O)C1CCCN(S(=O)(=O)c2ccc(-n3cnnn3)cc2)C1 (stereo not drawn)	-1%	-4%	-3	4%	18%	2	16	32	6%	1%
O=C(CNC(=O)c1ccccc1F)N/N=C/c1cn[nH]c1-c1ccccc1	2%	-13%	-2	4%	3%	3	-15	9	-2%	-3%
CC1CCN(C(=O)C2CCN(S(=O)(=O)c3cccc4nsnc34)CC2)CC1	0%	?	4	1%	-5%	6	-8	4	-2%	-3%
O=S1(=O)CCOC[C@H](Cc2ccccc2)N1Cc1cccc(C(F)(F)F)c1	nt	nt	nt	1%	nt	nt	-15	-7	nt	-8%
O=C(CSc1n[nH]c(-c2ccco2)n1)Nc1ccccc1F	-3%	-7%	-1	-37%	3%	-1	12	0	-4%	2%
Cc1cccc(NC(=O)c2cc(Cl)nc3ccccc23)c1	0%	-10%	29	-14%	-6%	-1	1	1	-3%	-4%
CC(=O)Nc1cccc(NC(=O)Nc2ccc(C(C)=O)cc2)c1	-5%	-8%	-19	11%	5%	-1	1	-2	-4%	-2%
CCn1c(/N=C/c2ccc(OC)cc2O)nc2ccccc21	-10%	-7%	-1	-24%	?	-1	-4	-6	-3%	8%
O=C(c1ccccc1OCc1ccccc1Br)N1CCN(c2ncccn2)CC1	11%	-5%	2	8%	8%	0	-10	-6	5%	0%
Oc1ccccc1N1CCN(C(=S)NCCc2ccccc2)CC1	-4%	nt	?	9%	-13%	-2	4	-3	0%	-1%
CCc1ccc(S(=O)(=O)Nc2c(NC3CCCCC3)c3ccccc3oc2=O)cc1	2%	-1%	28	0%	13%	nt	?	-9	-5%	54%[activator]
CC(=O)OC1COC(n2ccc3cc([N+](=O)[O-])ccc32)C(OC(C)=O)C1OC(C)=O (stereo not drawn)	nt	?	-1	7%	5%	3	3	1	0%	1%
Cc1ccc(S(=O)(=O)N(C)C[C@@H]2Oc3ccc(NS(C)(=O)=O)cc3CC(=O)N([C@H](C)CO)C[C@@H]2C)cc1	2%	nt	nt	1%	nt	nt	8	-11	nt	0%
CCOC(=O)C(c1ccccc1)C(Nc1ccc(F)cc1)c1ccccn1 (stereo not drawn)	3%	6%	12	-6%	-11%	-1	3	-1	-1%	1%
CCN(C(=O)Cc1nc(N)n[nH]1)C1(C(=O)Nc2ccccc2)CCCCC1	2%	nt	-1	44%	6%	-1	7	-7	1%	3%
Cc1cc(NC(=O)CSc2nnnn2-c2ccc(C)c(C)c2)no1	-2%	-15%	8	-5%	-8%	5	-4	12	3%	1%
